Screening results: PubChem, several laboratories
HePTP inh: human HePTP phosphatase inhibition | inhibition, % at 20 µM | 110,000 compounds, 0.64% hits | P35236 | recombinant HePTP phosphatase activity, OD absorbance; in the data active = inhibition above about 50%;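 also: plate controls were vehicle for no effect and reference inhibitor for full effect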
Target sequence (P35236 whole entry, looked up): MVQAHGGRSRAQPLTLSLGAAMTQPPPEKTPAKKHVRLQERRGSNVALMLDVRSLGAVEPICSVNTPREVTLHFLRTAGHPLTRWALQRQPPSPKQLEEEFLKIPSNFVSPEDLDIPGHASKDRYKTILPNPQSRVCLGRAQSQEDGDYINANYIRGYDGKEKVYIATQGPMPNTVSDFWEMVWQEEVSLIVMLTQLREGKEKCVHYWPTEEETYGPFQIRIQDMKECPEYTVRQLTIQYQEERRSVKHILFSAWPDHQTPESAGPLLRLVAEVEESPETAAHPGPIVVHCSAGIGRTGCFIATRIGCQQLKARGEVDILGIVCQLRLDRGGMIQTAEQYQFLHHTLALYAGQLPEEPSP
BAP1 block: inhibitors of human BAP1 deubiquitinase. Q92560. recombinant BAP1, Ub-AMC hydrolysis fluorescence kinetic; hits give low values. activity remaining (% of control), % at 20 µM. 72,000 compounds, 0.48% hits;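 active = activity remaining at or below 50% of control, provided the compound also passes the data quality filters; inactive = the rest, including low values that fail the filters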;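 also: 100% = DMSO wells rate and 0% = substrate alone blank rate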
Target sequence (Q92560 whole entry, looked up): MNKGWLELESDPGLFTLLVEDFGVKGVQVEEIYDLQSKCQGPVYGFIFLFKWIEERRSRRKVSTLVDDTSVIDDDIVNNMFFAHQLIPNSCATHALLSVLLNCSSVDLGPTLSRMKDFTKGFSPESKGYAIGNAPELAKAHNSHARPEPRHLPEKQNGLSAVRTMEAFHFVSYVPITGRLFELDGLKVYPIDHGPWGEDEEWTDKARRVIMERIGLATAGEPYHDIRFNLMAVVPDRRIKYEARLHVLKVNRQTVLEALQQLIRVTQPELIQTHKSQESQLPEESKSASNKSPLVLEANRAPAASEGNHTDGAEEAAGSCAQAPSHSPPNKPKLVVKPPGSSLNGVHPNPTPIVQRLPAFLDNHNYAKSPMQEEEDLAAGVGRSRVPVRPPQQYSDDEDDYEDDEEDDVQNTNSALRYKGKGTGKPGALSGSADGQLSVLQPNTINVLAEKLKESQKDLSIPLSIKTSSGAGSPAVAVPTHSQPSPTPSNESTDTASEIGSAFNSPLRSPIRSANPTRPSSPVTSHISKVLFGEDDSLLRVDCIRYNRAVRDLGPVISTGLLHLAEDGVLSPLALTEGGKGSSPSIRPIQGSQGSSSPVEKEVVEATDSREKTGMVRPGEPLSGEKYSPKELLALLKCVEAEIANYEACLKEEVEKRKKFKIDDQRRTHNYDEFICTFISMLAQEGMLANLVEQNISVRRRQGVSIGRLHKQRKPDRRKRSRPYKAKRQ
Numbers without * were called inactive; . = not tested or not shown; & = joins results of further samples. Rows are unselected; any-hit rate near 0.83%.

Preview (3 entries):
HePTP inh	BAP1 block	SMILES
-1.1	.	CCN1CCCC1CN(Cc1cc2cc(OC)ccc2[nH]c1=O)C(=O)NCc1ccccc1 (stereo not drawn)
-2.3	70.7	CC1CN(S(=O)(=O)c2ccc(C(=O)Nc3sc4c(c3C(N)=O)CCN(C)C4)cc2)CC(C)O1 (stereo not drawn)
-3.6	.	COc1ccc(C2C3=C(Nc4ncnn42)c2ccccc2CCC3)cc1 (stereo not drawn)

The list itself, repeating the preview:
HePTP inh	BAP1 block	SMILES
-1.1	.	CCN1CCCC1CN(Cc1cc2cc(OC)ccc2[nH]c1=O)C(=O)NCc1ccccc1 (stereo not drawn)
-2.3	70.7	CC1CN(S(=O)(=O)c2ccc(C(=O)Nc3sc4c(c3C(N)=O)CCN(C)C4)cc2)CC(C)O1 (stereo not drawn)
-3.6	.	COc1ccc(C2C3=C(Nc4ncnn42)c2ccccc2CCC3)cc1 (stereo not drawn)
5.8	.	C=CCOC(=O)C(C#N)c1nc2ccccc2nc1N1CCN(c2ccccc2OCC)CC1 (stereo not drawn)
-10.1	.	O=C(Nc1ccccn1)c1ccc2c(c1)OCO2
-1.5	.	O=C1CC(Cc2ccc(Cl)cc2)C(=O)N1C1CCCCC1 (stereo not drawn)
-7.4	115.5	CCN(CC)c1ccc(NC(=O)Nc2ccc(C(C)=O)cc2)cc1
0.0	153.9	O=C(CN1C2=NCCN2c2ccccc21)c1ccco1
6.0	98.8	COCC(=O)Nc1nnc(COc2ccccc2)s1
3.8	121.5	CCOC(=O)c1ccc(CNC(=O)c2cc(C(C)(C)C)oc2C)o1
6.1	.	O=C1c2ccccc2-c2c(-c3ccccc3)sc(=O)n21
5.1	72.6	COc1ccc(C2CC(=O)N3C(=C2C#N)SCC3(O)c2ccccc2)cc1 (stereo not drawn)
-5.0	.	CS(=O)(=O)c1nc(-c2ccccc2)cc(C(F)(F)F)n1
-12.6	.	Cc1ccnc(NC(=O)c2cc3ccccc3o2)c1
0.3	.	CC(=O)c1ccc(N2CCN(C(=O)c3cccs3)CC2)c(F)c1
.	69.0	COc1ccc2nc(NC(=O)c3ccc(N)cc3)sc2c1
0.4	50.2	Cc1cccc(N2CCN(C(=O)CCCn3c(=S)[nH]c4cc5c(cc4c3=O)OCO5)CC2)c1C
-16.5	166.2	CCOC(=O)c1c(NC(=O)c2ccccc2F)sc2c1CCC(C)C2 (stereo not drawn)
-15.9	.	CCOCCOC(=O)C1=C(C)NC2=C(C(=O)CC(C)(C)C2)C1c1cc([N+](=O)[O-])ccc1Cl (stereo not drawn)
7.5	101.4	CC(=C1C(=O)c2ccccc2C1=O)N1CCc2ccccc2C1
-4.1	.	Clc1ccc(-c2ccc(/C=N/Nc3nc4ccccc4s3)o2)cc1
10.3	.	CC1=NN(c2ccc(C(=O)O)cc2)C(=O)/C1=C\c1cccs1
-19.2	.	CC(=O)c1cnc2c(-c3ccccc3)c(C)nn2c1C
1.7	.	COc1cc(/C=C/c2ccc([N+](=O)[O-])cc2[N+](=O)[O-])ccc1O

Part of the list above, with values under each structure.
The line under a structure holds: HePTP inh, BAP1 block
CS(=O)(=O)c1nc(-c2ccccc2)cc(C(F)(F)F)n1
    -5.0, .
Cc1ccnc(NC(=O)c2cc3ccccc3o2)c1
    -12.6, .
CC(=O)c1ccc(N2CCN(C(=O)c3cccs3)CC2)c(F)c1
    0.3, .
COc1ccc2nc(NC(=O)c3ccc(N)cc3)sc2c1
    ., 69.0
Cc1cccc(N2CCN(C(=O)CCCn3c(=S)[nH]c4cc5c(cc4c3=O)OCO5)CC2)c1C
    0.4, 50.2
CCOC(=O)c1c(NC(=O)c2ccccc2F)sc2c1CCC(C)C2 (stereo not drawn)
    -16.5, 166.2
CCOCCOC(=O)C1=C(C)NC2=C(C(=O)CC(C)(C)C2)C1c1cc([N+](=O)[O-])ccc1Cl (stereo not drawn)
    -15.9, .

Remaining list, next part
HePTP inh	BAP1 block	SMILES
4.3	.	COc1ccc([N+](=O)[O-])cc1N(CC(O)CN1CCCCC1)S(=O)(=O)c1ccc(C)cc1 (stereo not drawn)
-4.7	.	COC(=O)c1ccc(/C=C/C(=O)c2cccc([N+](=O)[O-])c2)cc1
3.3	90.3	CN(Cc1ccccc1)S(=O)(=O)c1ccc2[nH]c(=O)oc2c1
-0.7	.	Cc1ccc2c(c1)NC(c1ccc(F)cc1)C1=C(CC(c3ccccc3)CC1=O)N2 (stereo not drawn)
8.9	92.0	O=C(c1cccs1)c1coc2ccc(O)c(CN3CCOCC3)c12
-0.9	.	CCCCc1nnc(NC(=O)CN2C(=O)/C(=C/c3ccccc3Cl)SC2=S)s1
8.9	106.0	CN(Cc1ccccc1)c1nc2c(c(=O)[nH]c(=O)n2C)n1CCCSc1ncccn1
-9.2	83.2	CSCC[C@H](NC(=O)OC(C)(C)C)c1nnc(SCc2ccccc2)o1
6.6	.	CCOC(=O)c1c(NC(=O)c2ccc(OC)cc2)sc(C(C)=O)c1C
-8.4	97.0	CCc1nnc(NC(=O)CSc2nnc(-c3ccoc3C)n2-c2ccc(C)cc2)s1
-3.4	.	CCc1ccc(C(=O)NCc2cccs2)s1
-9.1	.	COc1ccc(N=C2SC(C(=O)N3CCN(c4ccc(F)cc4)CC3)CC(=O)N2C)cc1 (stereo not drawn)
-8.9	.	Cc1cc(NC(=O)c2cnc3ccccn3c2=O)no1
4.0	107.0	CCNC(=O)NCCc1c[nH]c2ccc(Cl)cc12
1.5	94.6	Cn1c(=O)[nH]c(=O)c2c1nc(NC1CCCCC1)n2CCO
-0.5	.	O=C(NCc1cccnc1)c1cc2nc(-c3ccc(Cl)cc3)cc(C(F)(F)F)n2n1
5.3	93.1	COc1ccc(-c2cc(C(=O)N3CC4(C)CC3CC(C)(C)C4)no2)cc1OC (stereo not drawn)
-3.4	.	O=C1CC(CSc2nnc(-c3ccc(Cl)cc3)n2-c2ccccc2)=NN1
-19.5	.	Cc1ccc(/C=N/NC(=O)c2cc(C3CC3)[nH]n2)cc1
8.4	115.3	CCC1(C)CC(c2csc(N)n2)CCO1 (stereo not drawn)
2.2	.	CCOC(=O)C(=O)Nc1ccc(C(N)=O)cc1
-10.9	.	Cc1ccc(C(=O)CCNc2ccccc2)cc1
.	82.9	CC#C[C@]1(O)CC[C@H]2[C@@H]3CCC4=CC(=O)CCC4=C3[C@@H](c3ccc(N(C)C)cc3)C[C@@]21C
-11.4	87.3	CCC(C)NC(=O)CN1C(=O)CC(C)(C)S(=O)(=O)c2ccccc21 (stereo not drawn)

By substructure: those above with a tert-butyl group
HePTP inh	BAP1 block	SMILES
3.8	121.5	CCOC(=O)c1ccc(CNC(=O)c2cc(C(C)(C)C)oc2C)o1
-9.2	83.2	CSCC[C@H](NC(=O)OC(C)(C)C)c1nnc(SCc2ccccc2)o1

New compounds follow
HePTP inh	BAP1 block	SMILES
5.9	104.6	Cn1c(SCc2nc3ccccc3s2)nnc1-c1cccs1
-11.9	.	C=C(C)CNC(=S)NNC(=O)CCn1c2ccccc2c2ccccc21
6.3	.	CCOc1ccc(NC(=S)NC(NC(=O)c2cc(OC)c(OC)c(OC)c2)C(Cl)(Cl)Cl)cc1 (stereo not drawn)
6.6	.	N#Cc1c2nc[nH]c(=O)c2c2n1CCC2
3.7	113.9	CCOc1ccc(CCNC(=O)C2CCN(S(=O)(=O)N3CCOCC3)CC2)cc1OCC
-11.4	.	O=[N+]([O-])c1cccc(CN2CCN(Cc3cccnc3)CC2)c1
11.3	94.5	CCN(CC)S(=O)(=O)c1cccc(-c2nnc(SCC#N)n2Cc2ccccc2)c1
.	132.2	Brc1ccc(C2=Nn3cnnc3SC2)cc1
9.7	119.4	C=CCOc1ccc(/C(O)=C2/C(=O)C(=O)N(CCN3CCOCC3)C2c2ccc(C)cc2)cc1 (stereo not drawn)
-12.1	.	O=C(c1ccncc1)N1CCN(Cc2ccc(F)cc2)CC1
.	91.7	O=C(O)C1=CCCN(CCON=C(c2ccccc2)c2ccccc2)C1
-6.6	98.4	COc1ccc(C(=O)N(CN2CCCC2=O)c2ccccc2OC)cc1OC
10.4	.	O=C(O)c1ccc(N2C(=O)CC(SC(=Nc3ccccc3)Nc3ccccc3)C2=O)cc1 (stereo not drawn)
4.3	84.1	COc1ccc(NC(=O)c2cc(OC)c(OC)c(OC)c2)cn1
9.8	.	CCCOc1cccc(C(=O)Nc2scc(-c3ccccc3)c2C(=O)OC(C)C)c1
6.0	99.4	Cn1nc(C(=O)N2CCN(S(=O)(=O)c3ccccc3)CC2)c2ccccc2c1=O
2.3	.	Cc1nc(N2CCN(Cc3ccccc3)CC2)[nH]c(=O)c1C
3.7	59.8	COc1ccc(C2/C(=C(\O)c3ccc4c(c3)OCCO4)C(=O)C(=O)N2CCCN(C)C)c(OC)c1 (stereo not drawn)
7.8	108.8	CCCC(=O)Nc1ccc(NC(=O)c2ccccc2Cl)nc1
9.5	.	COc1cc(OC)c([N+](=O)[O-])cc1/C=C1\C=C(c2ccc(Br)cc2)OC1=O
-16.3	.	CC1=C(C(=O)Nc2ccc(Cl)cc2)C(c2ccc([N+](=O)[O-])cc2)NC(=O)N1 (stereo not drawn)
-4.8	.	Cc1ccc(OCCOc2ccc(Cl)cc2/C=C2/SC(=S)N(C)C2=O)cc1
-7.7	.	COc1ccc(NC(=O)CCc2ccccc2)cc1
4.4	.	COC(C(=O)NNC(=O)c1cccc(Cl)c1)c1ccccc1 (stereo not drawn)
-0.9	122.5	CC(=O)Nc1nonc1NC(=O)CSc1ncn[nH]1
.	121.8	COC(=O)c1ccc(CSc2nnc(SCc3ccc(C(=O)OC)o3)s2)o1
7.8	.	Cc1ccc(C(=O)Nc2cccc(Cl)c2)o1
6.1	.	C=CCNC(=O)C(=O)Nc1ccc(Cl)c(Cl)c1
-3.1	95.4	Cc1ccc(S(=O)(=O)NCc2cn3ccsc3n2)c(C)c1
-1.5	.	CC(=O)Nc1ccc(I)cc1C
-3.1	.	COc1ccccc1C=NN1CCN(Cc2ccc(C)cc2C)CC1
4.1	113.8	CCCCCc1nnc(NC(=O)CCCC)s1
-5.7	.	O=C(/C=C/c1ccc(Cl)cc1)Nc1ccc(O)c(-c2nc3ccccc3o2)c1
10.9	102.0	O=C(NCc1ccccn1)C1CCN(S(=O)(=O)c2cccs2)CC1
-0.9	66.8	Cc1cc(Cl)ccc1OCCCC(N)=O
5.2	99.9	Cc1nc2ccccc2c2oc(C(=O)NCc3ccc4c(c3)OCO4)cc12
0.9	90.3	Cc1ccc(C2CC(=O)N3CN(Cc4ccco4)CSC3=C2C#N)cc1 (stereo not drawn)
.	98.0	NC1CONC1=O (stereo not drawn)
5.7	.	Cc1ccc(/C=N/NC(=O)C2CC(=O)N(c3ccccc3)C2)cc1 (stereo not drawn)
10.0	100.1	COCCNC(=O)c1cc2c(-c3ccccc3F)nn(C)c2s1
3.4	140.0	COc1ccccc1C(=O)n1nc(-c2ccc(Cl)cc2)nc1N
2.1	98.9	CC1CCc2nn(CC(=O)NCc3ccco3)cc2C1 (stereo not drawn)
6.1	98.8	COC(=O)c1ccccc1NC(=O)CNC(=O)c1ccco1
7.6	.	COc1ccc(/C=C2\C(=O)NC(=S)N(c3cccc(Br)c3)C2=O)cc1[N+](=O)[O-]
0.5	.	Cc1ccc(Br)cc1S(=O)(=O)N1CCN(Cc2ccccc2)CC1
-2.2&-1.8	95.7	CN1C(C)(C)CC(NC(=O)CCC(=O)NC2CC(C)(C)N(C)C(C)(C)C2)CC1(C)C
5.8	71.6	COc1ccccc1-n1c(SCC(=O)Nc2ccccc2F)nc2[nH]ncc2c1=O
10.3	93.0	CCC(=O)Nc1ccc(N2CCN(C(=O)c3ccccc3C)CC2)cc1
9.6	.	Cc1cc(NC(=O)C23CCC(C)(c4nc5cc(Cl)c(Cl)cc5nc42)C3(C)C)no1 (stereo not drawn)
0.2	.	O=C(OCc1ccccc1)Sc1nc2ccccc2[nH]1
0.9	100.8	COC(=O)CSc1nc2ccc(NC(C)=O)cc2s1
5.2	137.7	COc1ccc(-n2ccc(=O)c3c2CCCC3=O)cc1
5.6	265.3	Cc1onc(-c2ccccc2Cl)c1C(=O)Nc1cccc(-c2cn3cccnc3n2)c1
10.1	.	Cc1nnc2nc(-c3cccc(Cl)c3Cl)[nH]n12
-3.8	95.5	Cc1cccc(NC(=O)c2ccc(S(=O)(=O)N(C)C)cc2)c1
4.4	.	O=C(Nc1ccc(I)cc1)/C(=C\c1cccc([N+](=O)[O-])c1)NC(=O)c1cccs1
4.6	118.2	CCC1Oc2ccccc2N(CC(=O)Nc2ccc3c(c2)OCCO3)C1=O (stereo not drawn)
0.4	82.1	O=C(CCCN1C(=O)c2ccccc2C1=O)NCc1cccnc1
5.9	97.3	COc1ccc2c(c1)CCc1c(C(=O)NCc3cccnc3)noc1-2
0.2	.	COc1ccccc1NS(=O)(=O)c1cc([N+](=O)[O-])ccc1Cl

(listing goes on)
HePTP inh	BAP1 block	SMILES
-6.7	70.2	CCOc1ccc(-n2c(SCC(N)=O)nc3c([nH]c4ccccc43)c2=O)cc1
6.5	.	Cc1cc(Cl)ccc1NC(=O)/C=C/c1ccccc1
-2.6	.	O=c1c2c(nc3cc(-c4cccc(Cl)c4)[nH]n13)CCS2
0.2	.	Cc1cc(/C=N/NC(N)=O)c(C)n1-c1cccc(Cl)c1
-13.9	.	CCOC(=O)N1CCC(n2c(SCC(=O)Nc3ccccc3OC)nc3ccccc3c2=O)CC1
-10.8	72.9	Fc1ccccc1OCCSc1nc2ccccc2o1
.	82.6	C[N+](C)(CCCCCC[N+](C)(C)CCCN1C(=O)c2cccc3cccc(c23)C1=O)CCCN1C(=O)c2cccc3cccc(c23)C1=O
0.3	.	COc1ccc(CSc2nnc3c(n2)[nH]c2ccccc23)cc1
2.1	.	FC(F)(F)c1cc(-c2ccco2)nc(NCc2ccccc2)n1
-15.4	.	C=CCc1cccc(/C=N/NS(C)(=O)=O)c1O
9.9	104.7	CCOC(=O)c1cc2occc2n1CC(=O)Nc1ccc(OC)cc1OC
3.6	.	CCOc1ccc2nc(Cc3ccccc3)[nH]c2c1
3.4	108.5	COc1ccc(NC(=O)N(C2CCCCC2)C2CCN(C(C)C)CC2)c(OC)c1
